Screening results: PubChem, Sanford-Burnham Center for Chemical Genomics
NR3A LBD binder = binders of NR3A ligand-binding domain, primary screen, biophysical, differential scanning fluorimetry, uHTS. hit rate 2.5% among 340,000. NR3A LBD differential scanning fluorimetry, Tm shift; 0% = protein alone, 100% = glycine-bound protein. Tm shift relative to glycine control, % at 25 µM. Glutamate receptor ionotropic, NMDA 3A (GRIN3A) ligand-binding domain;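 active = melting temperature shift of at least 10% of the positive control shift, at one fixed dose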
ATG4B inh = ATG4B protease inhibitors, primary screen, biochemical, fluorescence, uHTS | hit rate 0.51% among 340,000 | AID 504462, 2011 | inhibition, % at 8.33 µM | ATG4B cleavage of LC3-PLA2, NBD-HPC fluorescence, 1 h; in the data active = inhibition above about 40%
Target sequence (Q9Y4P1 whole entry, looked up): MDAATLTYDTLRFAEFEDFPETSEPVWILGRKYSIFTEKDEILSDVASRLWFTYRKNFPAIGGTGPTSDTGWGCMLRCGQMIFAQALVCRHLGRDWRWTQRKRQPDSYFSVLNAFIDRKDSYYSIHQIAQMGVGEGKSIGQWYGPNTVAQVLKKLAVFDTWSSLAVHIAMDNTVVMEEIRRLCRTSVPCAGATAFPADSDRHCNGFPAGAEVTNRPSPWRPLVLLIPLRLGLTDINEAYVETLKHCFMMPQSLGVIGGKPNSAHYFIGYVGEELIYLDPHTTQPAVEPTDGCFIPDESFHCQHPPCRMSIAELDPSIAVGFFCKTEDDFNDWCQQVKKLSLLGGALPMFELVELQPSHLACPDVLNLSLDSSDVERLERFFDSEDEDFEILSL
hIAP activ = human IAP activators, primary screen, biochemical, luminescence, uHTS; Intestinal-type alkaline phosphatase (Homo sapiens), P09923; purified human IAP, CDP-Star luminescence, 30 min; hits give high values; 1 = vehicle-only enzyme, 0 = enzyme-free background; activation factor at 10 µM; hit rate 0.16% among 330,000; AID 2524, 2010;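 active = activation factor of the enzyme at least 2-fold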; note: the source names both 10 and 20 µM as test concentration; values of inactives mirror those of a sister screen read the other way
SENP8 block = human SENP8 protease inhibitors, primary screen, biochemical, fluorescence, Nedd8 protein substrate, uHTS. recombinant SENP8. inhibition, % at 20 µM. hit rate 0.64% among 360,000. AID 602440, 2012; in the data active = inhibition mostly above about 40%, no sharp cut-off; inactive = mostly below about 27%
Target sequence (Q96LD8 whole entry, looked up): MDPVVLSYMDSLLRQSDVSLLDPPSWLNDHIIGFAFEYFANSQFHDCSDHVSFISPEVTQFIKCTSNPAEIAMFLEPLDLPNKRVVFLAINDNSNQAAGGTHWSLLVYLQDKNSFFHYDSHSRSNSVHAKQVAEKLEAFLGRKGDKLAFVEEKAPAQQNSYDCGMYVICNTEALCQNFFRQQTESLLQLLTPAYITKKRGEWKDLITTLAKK
SENP1 inh = human SENP1 catalytic domain inhibitors, primary screen, biochemical, FRET, uHTS | AID 624204, 2012 | hit rate 0.21% among 360,000 | inhibition, % at 10 µM | Sentrin-specific protease 1 (Homo sapiens), Q9P0U3 | recombinant SENP1 catalytic domain, CyPet-SUMO1-YPet FRET cleavage;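 active = inhibition at least 30% at 10 µM, raw YFP signal under a set limit, fluorescence ratio 0.5 to 1.5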;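 note: 0% = enzyme with DMSO and 100% = no enzyme wells; some results filed as inactive read as strong as hits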
Target sequence (Q9P0U3 419-644 limits assumed): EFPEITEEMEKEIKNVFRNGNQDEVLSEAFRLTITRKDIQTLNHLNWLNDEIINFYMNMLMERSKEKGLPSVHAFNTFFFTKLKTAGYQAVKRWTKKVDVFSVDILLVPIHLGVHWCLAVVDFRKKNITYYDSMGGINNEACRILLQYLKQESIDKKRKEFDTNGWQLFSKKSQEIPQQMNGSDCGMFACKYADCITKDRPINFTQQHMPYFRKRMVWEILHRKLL
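Material: hSENP1 catalytic domain, recombinant; medium: Tris pH 8 with BME, BSA, NP40 and catalase; compound: single concentration of 10 µM compound, 0.5% DMSO final; technique: FRET read of cyan and yellow fluorescence; timing: 50 min enzyme reaction, room temperature, light-protected; reagent: SFCypet-SUMO1-SFYpet substrate at 25 nM; control set: no-enzyme low, enzyme-DMSO high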
PfGluPho inh = PfG6PD enzyme inhibitors, primary screen, biochemical, fluorescence intensity, uHTS | PfGluPho enzyme, NADPH resazurin-diaphorase fluorescence | glucose-6-phosphate dehydrogenase-6-phosphogluconolactonase (Plasmodium falciparum 3D7) | hit rate 0.78% among 350,000 | inhibition, % at 20 µM;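 active = inhibition reaching at least a set limit at 20 µM in the primary screen, cut at about 59% in these data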;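 note: 0% = DMSO wells with substrate and 100% = DMSO wells lacking glucose-6-phosphate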
MPTP block = mitochondrial permeability transition pore inhibitors, primary screen, biochemical, isolated mouse mitochondria, absorbance; inhibition, % at 10 µM; hit rate 1.4% among 360,000; AID 602449, 2012; Ca2+ swelling absorbance, 30 min;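 active = inhibition of 50% or more, scaled per plate between neutral and stimulator controls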;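 note: 0% = DMSO wells given calcium and 100% = 1 mM EGTA wells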
SENP6 inh = SENP6 protease inhibitors, primary screen, biochemical, luminescence, uHTS; Recombinant SENP6 catalytic domain, aminoluciferin luminescence; Sentrin-specific protease 6 (Homo sapiens), Q9GZR1; inhibition, % at 10 µM; hit rate 1.8% among 330,000; AID 2599, 2010;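 active = inhibition above about 50% at the single tested dose, limit read from the data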;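 note: plate controls were DMSO wells with enzyme for no effect and DMSO wells lacking enzyme for full effect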
Numbers without * were called inactive.

The first 2 compounds, to show the layout:
Results for Cc1ccc(-c2nc3ncccn3c2Nc2ccc3c(c2)OCCO3)cc1 ?
NR3A LBD binder: 4.0; ATG4B inh: -9.5; hIAP activ: 1.25; SENP8 block: -2.8; SENP1 inh: 17.7; PfGluPho inh: -11.8; MPTP block: -0.5; SENP6 inh: 4.1

How did CC(C)OCCCNC(=O)CN1C(=O)CC(C)(C)S(=O)(=O)c2ccccc21 do in these assays?
NR3A LBD binder: -0.3; ATG4B inh: 2.7; hIAP activ: 0.923; SENP8 block: -3.0; SENP1 inh: -0.2; PfGluPho inh: -7.8; MPTP block: -0.5; SENP6 inh: -1.4

The listing, repeating the preview:
Results for Cc1ccc(-c2nc3ncccn3c2Nc2ccc3c(c2)OCCO3)cc1 ?
NR3A LBD binder: 4.0; ATG4B inh: -9.5; hIAP activ: 1.25; SENP8 block: -2.8; SENP1 inh: 17.7; PfGluPho inh: -11.8; MPTP block: -0.5; SENP6 inh: 4.1

How did CC(C)OCCCNC(=O)CN1C(=O)CC(C)(C)S(=O)(=O)c2ccccc21 do in these assays?
NR3A LBD binder: -0.3; ATG4B inh: 2.7; hIAP activ: 0.923; SENP8 block: -3.0; SENP1 inh: -0.2; PfGluPho inh: -7.8; MPTP block: -0.5; SENP6 inh: -1.4

What do the screens show for `O=c1oc(-c2ccccc2Br)nc2ccccc12`?
NR3A LBD binder: 1.7; ATG4B inh: 16.7; hIAP activ: 0.811; SENP8 block: 0.2; SENP1 inh: 0.4; PfGluPho inh: -4.1; MPTP block: 1.3; SENP6 inh: 1.1

How did CCOC(=O)N/N=C(\c1ccccc1)C(O)c1ccccc1 (configuration not stated) do in these assays?
NR3A LBD binder: -1.1; ATG4B inh: 0.6; hIAP activ: 0.999; SENP8 block: 6.1; SENP1 inh: 0.2; PfGluPho inh: 14.9; MPTP block: 6.3; SENP6 inh: 9.9

Results for CCc1nnnn1-c1ccc([N+](=O)[O-])cc1C ?
NR3A LBD binder: -0.5; ATG4B inh: -9.1; hIAP activ: 0.853; SENP8 block: 8.5; SENP1 inh: 1.4; PfGluPho inh: 5.0; MPTP block: -1.1; SENP6 inh: -15.8

How did O=C(O)C1C2C=CC(C3CC23)C1C(=O)N1CCc2ccccc21 (configuration not stated) do in these assays?
NR3A LBD binder: 1.7; ATG4B inh: -0.8; hIAP activ: 1.05; SENP8 block: -2.4; SENP1 inh: 2.1; PfGluPho inh: -17.0; MPTP block: 0.8; SENP6 inh: -5.4

How did COCCCN1C(=O)c2ccc(C(=O)Nc3ccccc3OC)cc2C1=O do in these assays?
NR3A LBD binder: -0.6; ATG4B inh: 1.2; hIAP activ: 0.852; SENP8 block: 8.0; SENP1 inh: 0.1; PfGluPho inh: -11.1; MPTP block: -0.5; SENP6 inh: -7.9

How did CCOC(=O)N1CCN(C(=O)C2CCCN(S(=O)(=O)c3c(C)cc(C)cc3C)C2)CC1 (configuration not stated) do in these assays?
NR3A LBD binder: 0.8; ATG4B inh: -1.4; hIAP activ: 0.906; SENP8 block: -1.5; SENP1 inh: -7.3; PfGluPho inh: -4.8; MPTP block: 0.3; SENP6 inh: 5.4

What do the screens show for `CCC1(CC)C(=O)C2=C3C1[C@H](C(=O)OC)C=C(C(=O)OC)C[C@H]3[C@H]1C(=O)N(CC(=O)OC)C(=O)[C@H]1[C@H]2C` (some centres not stated)?
NR3A LBD binder: -1.2; ATG4B inh: -5.6; hIAP activ: 1.08; SENP8 block: 12.2; SENP1 inh: 0.3; PfGluPho inh: 0.5; MPTP block: -1.1; SENP6 inh: -7.5

Results for CCn1c(=O)c(C(=O)NNC(=O)Cc2ccccc2)c(O)c2ccccc21 ?
NR3A LBD binder: 0.2; ATG4B inh: -8.1; hIAP activ: 1.38; SENP8 block: -12.3; SENP1 inh: 0.8; PfGluPho inh: -1.3; MPTP block: 4.2; SENP6 inh: -17.2

What do the screens show for `Cc1ccc(OCC(=O)NNC(=S)NC(=O)C(C)(C)C)c(Br)c1`?
NR3A LBD binder: -2.5; ATG4B inh: -8.0; hIAP activ: 1.48; SENP8 block: 14.3; SENP1 inh: 4.1; PfGluPho inh: -39.7; MPTP block: 28.1; SENP6 inh: 7.2

How did COc1ccccc1-c1nnc(SCC(=O)NC2CCS(=O)(=O)C2)n1CCc1ccccc1 (configuration not stated) do in these assays?
NR3A LBD binder: -3.5; ATG4B inh: -1.7; hIAP activ: 0.936; SENP8 block: 9.1; SENP1 inh: 2.3; PfGluPho inh: 15.9; MPTP block: 1.0; SENP6 inh: -15.2

How did CC(C)(C)c1ccc(C(=O)NCC(=O)OCC(=O)Nc2ccc3c(c2)OCCO3)cc1 do in these assays?
NR3A LBD binder: -2.0; ATG4B inh: -24.1; hIAP activ: 0.916; SENP8 block: 5.0; SENP1 inh: 0.5; PfGluPho inh: 1.0; MPTP block: 4.9; SENP6 inh: -7.4

Results for Cc1ccc(C)c(N=C2CCCN2Cc2ccccc2)c1C#N ?
NR3A LBD binder: 0.1; ATG4B inh: -4.0; hIAP activ: 0.973; SENP8 block: 8.5; SENP1 inh: 1.3; PfGluPho inh: -18.9; MPTP block: 0.0; SENP6 inh: -10.2

How did OCCNc1nc(NCc2ccccc2)c2ccccc2n1 do in these assays?
NR3A LBD binder: -1.2; ATG4B inh: 0.9; hIAP activ: 1.21; SENP8 block: -310.9; SENP1 inh: 0.4; PfGluPho inh: -4.7; MPTP block: 0.5; SENP6 inh: 2.4

What do the screens show for `CCN(CC)CCNC(=O)c1ccc(NC(=O)c2cccc(-n3cnnn3)c2)cc1`?
NR3A LBD binder: 1.9; ATG4B inh: -3.2; hIAP activ: 0.968; SENP8 block: 9.0; SENP1 inh: -1.5; PfGluPho inh: -4.3; MPTP block: -0.3; SENP6 inh: -20.8

How did CN(C)S(=O)(=O)c1cccc(NC(=S)NC23CC4CC(CC(C4)C2)C3)c1 do in these assays?
NR3A LBD binder: 10.3*; ATG4B inh: -17.1; hIAP activ: 1.14; SENP8 block: 1.6; SENP1 inh: 2.1; PfGluPho inh: 20.6; MPTP block: 26.0; SENP6 inh: -5.8

Results for Cc1[nH]n(-c2ccccc2)c(=O)c1C(c1cccc([N+](=O)[O-])c1O)c1c(C)[nH]n(-c2ccccc2)c1=O ?
NR3A LBD binder: 18.7*; ATG4B inh: 8.8; hIAP activ: 0.998; SENP8 block: 32.8; SENP1 inh: 2.9; PfGluPho inh: -45.7; MPTP block: 103.0*; SENP6 inh: 27.9

What do the screens show for `O=C(N/N=C/c1cccs1)c1ccc2ccccc2c1`?
NR3A LBD binder: 8.8; ATG4B inh: 4.1; hIAP activ: 0.998; SENP8 block: -8.5; SENP1 inh: 3.1; PfGluPho inh: 11.6; MPTP block: -1.1; SENP6 inh: 3.4

Results for CCC(C(=O)OCC(=O)Nc1cc(OC)ccc1OC)c1ccccc1 (configuration not stated) ?
NR3A LBD binder: -0.1; ATG4B inh: 4.9; hIAP activ: 0.948; SENP8 block: 4.6; SENP1 inh: 3.7; PfGluPho inh: -10.0; MPTP block: -2.0; SENP6 inh: -36.8

How did Cc1ccc(-c2nnc(N3CCOCC3)c3ccccc23)cc1S(N)(=O)=O do in these assays?
NR3A LBD binder: -2.3; ATG4B inh: 5.4; hIAP activ: 1.08; SENP8 block: 18.3; SENP1 inh: -2.2; PfGluPho inh: -4.2; MPTP block: -1.5; SENP6 inh: -25.9

What do the screens show for `COc1ccc(NC(=O)CN(C)C(=O)c2ccc(-c3ccccc3Cl)o2)cc1`?
NR3A LBD binder: -0.1; ATG4B inh: -15.2; hIAP activ: 0.936; SENP8 block: 6.6; SENP1 inh: 2.4; PfGluPho inh: 9.1; MPTP block: -1.7; SENP6 inh: 9.8

What do the screens show for `CCCCCCn1c(SCC(=O)OC)nc2c1c(=O)[nH]c(=O)n2C`?
NR3A LBD binder: -1.2; ATG4B inh: -0.6; hIAP activ: 0.844; SENP8 block: 17.0; SENP1 inh: 0.5; PfGluPho inh: 77.8*; MPTP block: -0.4; SENP6 inh: -2.3

Results for CCc1ccccc1NC(=O)c1ccc(OCc2c(C)noc2C)cc1 ?
NR3A LBD binder: -0.2; ATG4B inh: 0.2; hIAP activ: 1.1; SENP8 block: 2.2; SENP1 inh: -4.2; PfGluPho inh: -1.1; MPTP block: -1.0; SENP6 inh: 0.0

How did C/C(=N\NC(=O)CNc1cccc(C(F)(F)F)c1)c1ccc(Br)cc1 do in these assays?
NR3A LBD binder: 18.0*; ATG4B inh: -8.8; hIAP activ: 0.969; SENP8 block: 20.4; SENP1 inh: 1.0; PfGluPho inh: -5.4; MPTP block: 0.1; SENP6 inh: -1.7

Results for CCOC(=O)c1cc(-c2ccccc2)sc1NC(=O)CN1C(=O)NC(CC)(c2ccccc2)C1=O (configuration not stated) ?
NR3A LBD binder: 1.1; ATG4B inh: 2.3; hIAP activ: 1; SENP8 block: -61.2; SENP1 inh: -21.2; PfGluPho inh: -11.4; MPTP block: 3.2; SENP6 inh: 2.6

Results for CCC(=O)Nc1c2c(nn1-c1cccc(Cl)c1)CS(=O)(=O)C2 ?
NR3A LBD binder: -0.1; ATG4B inh: -10.4; hIAP activ: 0.828; SENP8 block: 7.7; SENP1 inh: 0.0; PfGluPho inh: 14.9; MPTP block: -2.0; SENP6 inh: -3.9

How did CCC(=O)/C=C1\Sc2ccccc2N1CC do in these assays?
NR3A LBD binder: -1.4; ATG4B inh: 29.4; hIAP activ: 0.954; SENP8 block: 5.6; SENP1 inh: -1.7; PfGluPho inh: 34.4; MPTP block: 0.1; SENP6 inh: -1.5

How did O=C1Nc2ccccc2O/C1=C\c1ccccc1 do in these assays?
NR3A LBD binder: 9.0; ATG4B inh: 6.8; hIAP activ: 1.09; SENP8 block: -297.1; SENP1 inh: -2.2; PfGluPho inh: 1.7; MPTP block: -0.3; SENP6 inh: 0.7

What do the screens show for `NC(=O)c1ccccc1NC(=O)Cc1cccs1`?
NR3A LBD binder: 0.0; ATG4B inh: -2.1; hIAP activ: 0.91; SENP8 block: -59.2; SENP1 inh: -5.5; PfGluPho inh: -4.2; MPTP block: 0.5; SENP6 inh: -9.6

Results for O=C(NCCN1CCOC1=O)C1CCC(=O)N(CCc2ccc(Cl)cc2)C1 (configuration not stated) ?
NR3A LBD binder: 0.3; ATG4B inh: -0.6; hIAP activ: 1.02; SENP8 block: 9.6; SENP1 inh: -0.7; PfGluPho inh: -5.6; MPTP block: -1.2; SENP6 inh: -4.9

Results for CCCN(CCC)C1Sc2ccc(C(=O)OC)cc2NC1=O (configuration not stated) ?
NR3A LBD binder: -0.1; ATG4B inh: -10.9; hIAP activ: 1.05; SENP8 block: 24.5; SENP1 inh: -3.0; PfGluPho inh: -0.4; MPTP block: 0.8; SENP6 inh: -3.0

Results for CC1CC(C)(C)CC2(C1)NC(=O)N(CC(=O)Nc1ccc3[nH]c(=O)[nH]c3c1)C2=O (configuration not stated) ?
NR3A LBD binder: -0.3; ATG4B inh: -2.3; hIAP activ: 0.925; SENP8 block: -48.6; SENP1 inh: -27.5; PfGluPho inh: 13.2; MPTP block: -1.3; SENP6 inh: 5.2

Results for COc1ccccc1CNC(=O)C/C(C)=N/NC(=O)Cc1ccc(OC)c(OC)c1 ?
NR3A LBD binder: -0.1; ATG4B inh: -15.8; hIAP activ: 0.983; SENP8 block: 1.4; SENP1 inh: -0.1; PfGluPho inh: -4.4; MPTP block: 0.0; SENP6 inh: -2.5

Results for CC(C)C(=O)Nc1ncc(Cc2ccc(Cl)cc2)s1 ?
NR3A LBD binder: 5.2; ATG4B inh: 1.5; hIAP activ: 1.22; SENP8 block: 9.2; SENP1 inh: -1.3; PfGluPho inh: 2.5; MPTP block: -1.3; SENP6 inh: -40.5
